# Rin1 Abl inh – human Rin1-Abl interaction inhibition | P00519+Q13671 | TR-FRET Rin1/Abl binding, biochemical | inhibition, % at 7.35 µM | 360,000 tested, 0.4% active | AID 588664; in the data active = inhibition above about 5%, passing the limit was not always enough
# Target sequence (P00519 whole entry, looked up): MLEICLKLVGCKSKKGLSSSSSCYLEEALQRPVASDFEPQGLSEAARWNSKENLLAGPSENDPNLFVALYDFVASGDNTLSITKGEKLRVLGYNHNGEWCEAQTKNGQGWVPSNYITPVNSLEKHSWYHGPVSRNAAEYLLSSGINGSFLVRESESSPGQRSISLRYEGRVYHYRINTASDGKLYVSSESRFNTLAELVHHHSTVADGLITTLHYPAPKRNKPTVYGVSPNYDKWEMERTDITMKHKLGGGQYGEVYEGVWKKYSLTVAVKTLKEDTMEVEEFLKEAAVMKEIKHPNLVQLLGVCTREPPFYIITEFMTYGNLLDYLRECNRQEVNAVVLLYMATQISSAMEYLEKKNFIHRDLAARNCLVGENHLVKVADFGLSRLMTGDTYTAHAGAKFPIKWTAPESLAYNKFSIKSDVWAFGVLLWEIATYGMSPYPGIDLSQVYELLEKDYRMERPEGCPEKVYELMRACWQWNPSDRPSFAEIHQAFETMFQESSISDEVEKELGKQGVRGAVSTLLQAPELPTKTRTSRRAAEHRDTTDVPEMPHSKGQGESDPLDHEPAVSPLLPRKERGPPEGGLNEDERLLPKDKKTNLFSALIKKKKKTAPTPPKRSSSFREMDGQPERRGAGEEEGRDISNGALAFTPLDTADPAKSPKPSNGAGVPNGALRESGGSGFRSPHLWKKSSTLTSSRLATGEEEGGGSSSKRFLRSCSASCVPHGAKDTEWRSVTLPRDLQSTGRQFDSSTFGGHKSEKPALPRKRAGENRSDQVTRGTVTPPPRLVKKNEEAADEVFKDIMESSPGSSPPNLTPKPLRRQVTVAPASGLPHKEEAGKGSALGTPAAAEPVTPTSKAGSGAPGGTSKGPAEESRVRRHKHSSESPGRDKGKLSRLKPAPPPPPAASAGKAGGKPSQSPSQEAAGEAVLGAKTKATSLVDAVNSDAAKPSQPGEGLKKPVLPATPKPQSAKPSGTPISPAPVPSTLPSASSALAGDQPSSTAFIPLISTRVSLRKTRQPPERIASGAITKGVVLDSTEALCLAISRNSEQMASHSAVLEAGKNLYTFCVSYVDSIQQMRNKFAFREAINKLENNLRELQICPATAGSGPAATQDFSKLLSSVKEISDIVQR
# Target sequence (Q13671 whole entry, looked up): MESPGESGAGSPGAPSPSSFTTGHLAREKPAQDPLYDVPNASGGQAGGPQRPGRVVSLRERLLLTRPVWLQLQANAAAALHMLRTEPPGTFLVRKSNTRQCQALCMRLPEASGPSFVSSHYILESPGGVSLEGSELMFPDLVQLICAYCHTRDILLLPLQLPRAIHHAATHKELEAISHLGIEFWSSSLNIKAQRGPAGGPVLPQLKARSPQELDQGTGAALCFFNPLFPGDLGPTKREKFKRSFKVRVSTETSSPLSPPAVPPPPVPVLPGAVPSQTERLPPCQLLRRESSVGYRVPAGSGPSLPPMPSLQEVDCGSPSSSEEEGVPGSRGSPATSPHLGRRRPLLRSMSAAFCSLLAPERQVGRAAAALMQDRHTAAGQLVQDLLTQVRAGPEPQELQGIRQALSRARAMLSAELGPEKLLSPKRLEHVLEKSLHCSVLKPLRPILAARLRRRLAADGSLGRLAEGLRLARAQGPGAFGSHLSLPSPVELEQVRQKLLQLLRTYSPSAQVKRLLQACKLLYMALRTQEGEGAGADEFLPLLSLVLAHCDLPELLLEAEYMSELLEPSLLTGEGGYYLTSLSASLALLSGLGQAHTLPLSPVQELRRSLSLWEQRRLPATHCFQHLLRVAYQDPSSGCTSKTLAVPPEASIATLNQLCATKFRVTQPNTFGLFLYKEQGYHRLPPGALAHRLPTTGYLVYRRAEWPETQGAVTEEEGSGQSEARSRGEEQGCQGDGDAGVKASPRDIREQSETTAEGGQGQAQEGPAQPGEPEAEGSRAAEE
# MsrA inh – inhibitors of bovine MsrA; purified bovine MsrA, absorbance read-out; inhibition, % at 15.5 µM; 360,000 tested, 0.75% active; in the data active = inhibition above about 4.5%;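 note: 0% = vehicle wells with enzyme and 100% = reference inhibitor wells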
# CSN inh – blocks human CSN-mediated cullin deneddylation; Q92905; Purified CSN, SCF-Nedd8-OG deneddylation, fluorescence polarization; inhibition, % at 12.5 µM; 360,000 tested, 0.38% active; AID 651999;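 active = pattern-corrected inhibition above about 35%, with an unprinted fluorescence ratio check between 0.5 and 1.5, limit read from the data, passing the limit was not always enough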;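 note: 0% = enzyme with substrate and 100% = substrate without enzyme; some results filed as inactive read as strong as hits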
#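 test system = HEK293T-derived human Csn5 enzyme | amount = 0.24 nM Csn5 enzyme, final concentration | medium = Tris/NaCl/DTT buffer, pH 7.5 | schedule = 90 min reaction at room temperature | signal = FP | evaluation = inhibition of Csn5 cleavage, % | compound dosing = single dose of 12.5 µM compound with 0.25% DMSO | probe or stimulus = 10 nM SCFSkp2-Nedd8OG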
# MT1-MMP act inh – blocks activation of human MT1-MMP. P50281. HT1080 RFP-PRO-GFP cells, GFP/RFP ratio fluorescence, overnight; percent of plate control window, DMSO zero. GFP/RFP ratio change, % at 20 µM. 360,000 tested, 0.061% active. AID 651647;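 active = GFP/RFP ratio change of at least 30% with cell ATP level not reduced by more than half and red fluorescence within 50% of control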; note: strong numbers were not always called active
#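 Assay system: HT1080 RFP-PRO-GFP cells | Dosing: 20 µM single dose, 1% DMSO | Incubation: Cells overnight before dosing, compound overnight, 37 °C, 5% CO2 | Evaluation: GFP/RFP fluorescence ratio | Control set: DMSO-only wells and HT1080 RFP-L50D-GFP cell wells as references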
# Rpn11 inh – blocks the human proteasome subunit Rpn11; calls only at 20 µM; 360,000 tested, 0.59% active; O00487; human 26S proteasome, Ub4-pepOG fluorescence polarization; 20S core pre-blocked with epoxomicin;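 active = inhibition at 20 µM, scaled to each plate's controls, above about 33%, limit read from the data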
# FAS-TE inh – inhibitors of human fatty acid synthase thioesterase domain; inhibition, % at 15 µM; AID 602261; P49327; recombinant FAS-TE, OMFH fluorogenic substrate, fluorescence endpoint; 360,000 tested, 0.67% active;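 active = compounds whose normalised, plate-corrected inhibition of enzyme fluorescence in the single-dose primary screen is 50% or more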;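 note: 0% = DMSO with enzyme and 100% = substrate without enzyme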
# bovine MsrA act – activators of bovine methionine sulfoxide reductase A. purified bovine MsrA, absorbance read-out. activation, % at 10.6 µM. 360,000 tested, 0.3% active; in the data active = activation above about 7.5%;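 note: 0% = vehicle and 100% = reference activator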
# MLLE-PAM2 inh – blocks PAM2 peptide binding to the PABP1 MLLE domain; GST-MLLE / FITC-PAM2 fluorescence polarization; inhibition, % at 20 µM; 360,000 tested, 0.36% active; AID 588489; in the data active = inhibition above about 35%, passing the limit was not always enough;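 note: plate controls were DMSO wells with GST-MLLE for no effect and wells lacking GST-MLLE protein for full effect; some results filed as inactive read as strong as hits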
# eLon inh – inhibits E. coli Lon protease. P0A9M0. purified E. coli Lon protease, fluorescence polarization. inhibition, % at 7.94 µM. 360,000 tested, 0.42% active. AID 602123; in the data active = inhibition above about 13%, passing the limit was not always enough;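 note: 0% = enzyme with probe and DMSO and 100% = no enzyme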
# The depositor's hits bear a star; i = inactive; / = not tested or not shown; + = active, no number. Random draw from the library; about 3.7% have a hit in one of these screens.
SMILES,Rin1 Abl inh,MsrA inh,CSN inh,MT1-MMP act inh,Rpn11 inh,FAS-TE inh,bovine MsrA act,MLLE-PAM2 inh,eLon inh
COc1cc(C(=O)N/N=C/c2sc(=O)n(-c3ccccc3)c2Cl)cc(OC)c1OC,0,2.8,2,-5,i,1,-1,-72,-11
CCCc1nnc(NC(=O)CCC(=O)N2CCCCC2CC)s1 (configuration not stated),0,0.8,-2,2,i,-3,1,16,-4
COCCNC(=O)CN(c1cc(Cl)ccc1OC)S(=O)(=O)c1ccc(C)c([N+](=O)[O-])c1,3,1.1,5,2,i,-2,-8,8,-3
CN(C)Cc1c(C(=O)N/N=C/c2ccccc2OCc2c(F)cccc2Cl)nnn1-c1nonc1N,-3,-0.6,-2,-9,i,20,-6,3,1
Cc1cc(C)c(C(=O)Nn2c(C)nc3ccccc3c2=O)cc1C,-2,0.2,4,1,i,-6,0,-4,-1
CCN(CC)S(=O)(=O)c1cccc(C(=O)N/N=C/c2ccccc2OCC(=O)O)c1,1,2.6,-11,3,i,-2,-2,4,9
CC(=O)C1=C(C)Nc2ncnn2C1c1ccc(Cl)cc1 (configuration not stated),1,1.9,-1,0,i,-6,-7,5,-9
O=C(CN(Cc1ccco1)C(=O)c1ccccc1)Nc1ccc(Cl)c(Cl)c1,2,-0.6,-2,2,i,47,-2,-1,-5
CCOc1cc(NC(=O)C2CCCO2)c(OCC)cc1NC(C)=O (configuration not stated),-1,0.5,2,12,i,-9,-9,-9,13
CCN(CC)C(=O)CCn1nc(-c2ccc(C)cc2)c2ccccc2c1=O,2,/,1,-3,i,-6,-3,-1,-5
CC(=O)Nc1ccccc1NC(=O)C(F)(F)F,-3,-0.9,-4,6,i,-7,-6,9,-10
Cc1ccc(C(=O)N2CCC2(C)C(=O)NC(C)C)cc1 (configuration not stated),0,0.8,-1,4,i,-1,-2,9,-1
CCN(CC)CCN1CNC(=S)N(c2ccccc2OC)C1,0,-1.4,3,2,i,-4,-1,-53,1
O=C(Nc1nc(-c2ccc(F)cc2)cs1)c1cccnc1,0,0.2,-7,3,i,0,-4,3,-5
CCOC(=O)c1cnc2c(CC)cccc2c1NCCCN1CCOCC1,-3,0.0,-2,2,i,-2,-1,-8,-7
CC1CN(C(=O)COC(=O)c2cccc(S(=O)(=O)N3CCc4ccccc43)c2)CC(C)O1 (configuration not stated),0,-1.4,-1,6,i,7,-4,-3,-7
Cc1ccccc1NC(=O)Cn1nnc2sc3c(c2c1=O)CC(C)(C)OC3,-2,0.0,-2,3,i,1,-4,12,1
COc1ccccc1NC(=O)CCC(=O)OCC(=O)c1ccc(C)c([N+](=O)[O-])c1,0,1.0,0,0,i,0,-2,0,-5
CCc1cc(=O)oc2cc3oc(C)c(C)c3cc12,-5,0.1,-2,-11,i,10,-1,6,-13
O=C1OCCC1=COCCCCOC=C1CCOC1=O,1,-0.4,-3,-2,i,-7,-2,4,-7
CCCCn1c(-c2ccc(OC(F)F)cc2)nc2c1c(=O)[nH]c(=O)n2CC(C)C,-2,0.2,7,2,i,10,-1,-4,-5
CCC(=O)N(CCc1ccccc1)Cc1cc2ccc(OC)cc2[nH]c1=O,-6,1.8,1,-1,i,4,-1,0,-8
CCn1nnnc1SCC(=O)Nc1cccc(NC(C)=O)c1,-2,-0.9,-1,2,i,-10,-10,4,-11
Nc1nnc(CC(=O)N/N=C/c2ccc([N+](=O)[O-])cc2)s1,-2,2.4,1,2,i,7,-5,-1,2
CC(C)c1ccc(NC2CCCN(C(=O)CCN3CCCCO3)C2)cc1 (configuration not stated),-1,-0.8,1,1,i,-4,-5,-7,0
Cc1cccc(N2CN=c3s/c(=C\c4ccncc4)c(=O)n3C2)c1,2,-0.1,1,2,i,-11,-11,-3,5
Cc1ccc(NS(=O)(=O)c2ccc(NC(=O)c3ccccc3C(=O)O)cc2)cc1C,-2,1.0,0,-1,i,-3,-2,11,-4
COC(=O)c1c(C(=O)OC)c(-c2ccc(OC)cc2)n2c1CS(=O)(=O)C2,3,-0.6,1,2,i,-8,-3,-11,-1
CN(C)C(CNC(=O)c1ccc(OCc2cn3ccccc3n2)cc1)c1ccco1 (configuration not stated),2,-0.6,12,-3,i,-6,-1,-5,-16
CN(C(=O)CN1C(=O)C2C3CC(C(Br)C3Br)C2C1=O)C1CCCCC1 (configuration not stated),3,-0.2,3,-1,i,18,-1,0,6
OCCNc1nc(Nc2ccccc2C(F)(F)F)nc(N2CCCC2)n1,2,0.7,5,3,i,-14,-5,-17,4
O=C(O)CC(Cc1ccccc1)c1ccc2c(c1)OCO2 (configuration not stated),0,0.1,4,2,i,-4,2,-2,-4
CCn1c(=O)c(CCC(=O)NCC2CCCO2)c(C)c2c(C)nn(-c3ccc(C)cc3)c21 (configuration not stated),4,-0.5,2,-10,i,-2,-7,-4,1
C=CCNC(=S)N/N=C(\C)c1ccccn1,-16,0.9,-3,15,i,-8,-9,14,-4
CC1=NN(C(N)=S)C(=O)C1N=Nc1ccc(Br)cc1 (configuration not stated),-3,0.5,-2,4,i,-1,-1,24,2
O=C(N/N=C/C(Br)=C\c1ccccc1)c1cccs1,-4,1.9,0,5,i,17,-3,-8,-6
CCN(CC)P(=O)(Nc1ccc([N+](=O)[O-])cc1)c1c(C)nn(CCC#N)c1NC(=O)c1ccc(Cl)cc1Cl (configuration not stated),0,3.5,2,3,i,50,-3,-3,2
O=C(NCCCN1CCCC1=O)C1CCC(CNS(=O)(=O)c2ccc(Cl)cc2)CC1 (configuration not stated),4,-1.1,-2,-4,i,-2,-8,-2,-12
COc1ccc(CCC(=O)NNC(=O)c2cc(Cl)ccc2OC)cc1OC,0,2.1,-4,1,i,-4,-2,1,-2
COc1ccc(/C=N/NC(=O)c2cccnc2)cc1COc1ccc([N+](=O)[O-])c(C)c1,0,4.7*,2,7,i,25,-4,9,-1
N#Cc1c(N)n(-c2ccc(C(=O)O)cc2)c2nc3ccccc3nc12,-1,3.1,18,-11,i,-6,-5,-43,-46
Cc1[nH]c2ccc(F)cc2c1CCN(Cc1ccncc1)C(=S)Nc1ccccc1,2,-0.7,-3,0,i,7,-1,-17,2
COc1ccc(-c2nnc(Sc3nc4ccccc4o3)c3ccccc23)cc1,-2,3.2,0,-2,i,26,2,-77,2
COCCCNCCCOc1ccc(Cl)cc1Br,0,0.9,1,-2,i,-11,-8,-4,-5
O=C(CCN1C(=O)NC2(CCCC2)C1=O)Nc1cccc(S(=O)(=O)N2CCOCC2)c1,0,-1.0,1,-1,i,-6,-1,-3,-7
CC(C)(O)/C=C/C[C@](C)(O)C1CC[C@]2(C)C1[C@H](O[C@H]1O[C@@H](CO)[C@H](O)[C@@H](O)[C@@H]1O)CC1[C@@]3(C)CC[C@H](O)C(C)(C)C3[C@@H](O)C[C@]12C (some centres not stated),1,-0.3,4,-4,i,-10,1,7,1
Cc1ccccc1OCC(=O)OCC(=O)Nc1ccc2c(c1)OCCO2,3,-0.9,2,0,i,1,-6,2,10
COCCNCc1ccc(C(C)C)cc1,0,1.6,4,-1,i,-11,-4,2,-3

# Entries shown so far that have a nitro group on carbon, in the order listed:
SMILES,Rin1 Abl inh,MsrA inh,CSN inh,MT1-MMP act inh,Rpn11 inh,FAS-TE inh,bovine MsrA act,MLLE-PAM2 inh,eLon inh
COCCNC(=O)CN(c1cc(Cl)ccc1OC)S(=O)(=O)c1ccc(C)c([N+](=O)[O-])c1,3,1.1,5,2,i,-2,-8,8,-3
COc1ccccc1NC(=O)CCC(=O)OCC(=O)c1ccc(C)c([N+](=O)[O-])c1,0,1.0,0,0,i,0,-2,0,-5
Nc1nnc(CC(=O)N/N=C/c2ccc([N+](=O)[O-])cc2)s1,-2,2.4,1,2,i,7,-5,-1,2
CCN(CC)P(=O)(Nc1ccc([N+](=O)[O-])cc1)c1c(C)nn(CCC#N)c1NC(=O)c1ccc(Cl)cc1Cl (configuration not stated),0,3.5,2,3,i,50,-3,-3,2
COc1ccc(/C=N/NC(=O)c2cccnc2)cc1COc1ccc([N+](=O)[O-])c(C)c1,0,4.7*,2,7,i,25,-4,9,-1

# More structures.
SMILES,Rin1 Abl inh,MsrA inh,CSN inh,MT1-MMP act inh,Rpn11 inh,FAS-TE inh,bovine MsrA act,MLLE-PAM2 inh,eLon inh
CCCCC(=O)N(C)c1c(CC)nc2c(OCCOC)cccn12,-1,0.5,-3,1,i,-4,-1,17,-2
Cn1c(=O)c2[nH]c(-c3ccc(S(=O)(=O)O)cc3)nc2n(C)c1=O,-2,3.7,0,3,i,1,-3,-6,-3
S=c1[nH]nc(C2CCCCC2)n1/N=C/c1ccc(Cl)cc1,1,1.2,0,2,i,12,-9,-90,3
Cn1ncc(S(=O)(=O)Cc2ccccc2)c(Cl)c1=O,0,0.6,-1,-4,i,15,-2,-8,-2
CC1(OC(=O)c2cccs2)C(=O)C=C2C=C(C3CC3)OC=C2C1=O (configuration not stated),0,0.0,3,-4,i,-6,-8,8,14
CC1CCCN(C(=O)CSc2nnc(-c3ccc(S(=O)(=O)N4CCOCC4)cc3)n2C)C1 (configuration not stated),-3,-0.5,-1,3,i,-9,-3,-8,-11
Cc1cc(C)c2c(N)c(C(=O)NC3CC3)sc2n1,-3,1.7,-2,1,i,-3,-1,22,10
CCC1(CC)NC(=O)N(CC(=O)OCC(=O)Nc2ccc(F)c(F)c2F)C1=O,0,-0.7,4,2,i,-2,-10,9,-1
Cc1nc(-c2ccccc2)nc2sc(C(=O)c3ccc(F)cc3)c(N)c12,-2,1.1,1,-23,i,19,0,-38,-19
CCN1CCCC1CNC(=O)c1cc2c(=O)n(C)c3ccccc3c2n1C (configuration not stated),1,1.8,24,-1,+,0,2,-18,9
COc1ccccc1N(C)S(=O)(=O)c1ccc(C(=O)N(C)Cc2ccc(OC(F)F)cc2)cc1,2,-1.4,1,-2,i,20,-4,1,-8
O=C(C1=C(O)C(=O)N(CCN2CCOCC2)C1c1ccccc1)c1cccs1 (configuration not stated),-1,0.5,0,22,i,-6,1,8,2
O=C(O)c1ccccc1C(=O)Nc1ccccc1[N+](=O)[O-],-8,0.1,2,1,i,-3,-6,10,-13
O=C(OCCOc1ccccc1)c1cc(S(=O)(=O)N2CCOCC2)ccc1Cl,1,-0.6,-1,0,i,27,1,-8,-5
O=C(OCCOc1ccccc1)c1cc(S(=O)(=O)N2CCOCC2)c(Cl)cc1Cl,1,-1.1,4,2,i,27,-3,5,-8
CCOC(=O)[C@]12CCC=C1N(Cc1ccccc1)C(=O)[C@H](CC(=O)NCCCN1CCCC1=O)C2,/,1.7,2,5,/,-13,-4,/,-3
O=C(Nc1cc(Cl)ccc1-n1cncn1)c1cc(F)cc(F)c1,0,-2.3,-3,2,i,-2,-3,-39,-9
CSc1cccc(NC(=O)Cn2cccc2)c1,-1,1.9,4,-3,i,3,-4,6,-9
COc1cccc(NC(=S)NCc2ccc3c(c2)cc(C)n3C)c1,-3,0.4,-3,38*,i,-6,-2,7,9
N#CCCN(Cc1cccnc1)C(=O)Nc1ccc(Cl)c(Cl)c1,5,1.4,2,2,i,7,9.1*,0,-3
CC(NC(=O)c1noc2c1CCCC2)c1ccccc1 (configuration not stated),-2,-0.4,0,9,i,-3,-4,-7,5
COc1ccc(C(=O)Nc2ccc(C(=O)Nc3cccnc3)cc2)cc1,1,-0.7,2,2,+,-7,-1,-11,6
O=C(NCc1ccccc1)c1ccc(-c2ccc(F)c(F)c2)c2ccoc12,-6,-0.8,-8,-4,i,28,0,5,7
Cc1c(C(=O)OCC(=O)N(C)c2ccccc2)cccc1[N+](=O)[O-],3,-0.4,-4,1,i,12,-9,-5,6
